Source: PubChem
SENP7 block = inhibitors of human SENP7 protease; recombinant SENP7, Z-RLRGG-aminoluciferin luminescence, 40 min; inhibition, % at 5 µM; AID 434973; Q9BQF6; 330,000 compounds, 1.5% hits;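 active = inhibition above about 50% at the single test dose, limit read from the data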;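 note: plate controls were DMSO with enzyme for no effect and no enzyme buffer wells for full effect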
Target sequence (Q9BQF6 706-1050 limits assumed): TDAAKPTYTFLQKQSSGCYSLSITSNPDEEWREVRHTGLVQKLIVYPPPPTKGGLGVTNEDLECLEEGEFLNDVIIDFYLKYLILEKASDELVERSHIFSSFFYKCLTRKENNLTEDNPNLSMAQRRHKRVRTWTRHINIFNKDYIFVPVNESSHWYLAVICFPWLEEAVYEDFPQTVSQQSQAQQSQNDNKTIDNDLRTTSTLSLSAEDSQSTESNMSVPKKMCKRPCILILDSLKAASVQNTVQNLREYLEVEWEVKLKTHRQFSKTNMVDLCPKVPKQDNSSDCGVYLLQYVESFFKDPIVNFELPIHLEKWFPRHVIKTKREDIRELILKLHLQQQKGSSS
Apaf-1 inh = blocks human Apaf-1 apoptosome activity; O14727; reconstituted apoptosome caspase-3 activity, DEVD-Rh110 fluorescence; inhibition, % at 20 µM; 330,000 compounds, 0.71% hits; AID 489030; active = inhibition of at least 40% at 20 µM;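 note: plate controls were DMSO wells for no effect and DEVD-CHO caspase inhibitor wells for full effect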
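Material: reconstituted apoptosome with Apaf-1, cytochrome c, caspase-9, procaspase-3, dATP. Technique: Rh110 fluorescence intensity. Buffer or medium: pH 7.5 Hepes buffer with CHAPS, BSA, DTT. Times: 30 min plus 50 min, RT.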
PfGluPho inh = PfG6PD (Plasmodium falciparum) enzyme inhibition | inhibition, % at 20 µM | 350,000 compounds, 0.78% hits | PfGluPho enzyme, NADPH resazurin-diaphorase fluorescence | AID 504690;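 active = inhibition reaching at least a set limit at 20 µM in the primary screen, cut at about 59% in these data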;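 note: 0% = DMSO wells with substrate and 100% = DMSO wells lacking glucose-6-phosphate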
SENP1 inh = SENP1 (human) catalytic domain inhibition; recombinant SENP1 catalytic domain, CyPet-SUMO1-YPet FRET cleavage; inhibition, % at 10 µM; 360,000 compounds, 0.21% hits; AID 624204;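 active = inhibition at least 30% at 10 µM, raw YFP signal under a set limit, fluorescence ratio 0.5 to 1.5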;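 note: 0% = enzyme with DMSO and 100% = no enzyme wells; some results filed as inactive read as strong as hits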
Target sequence (Q9P0U3 419-644 limits assumed): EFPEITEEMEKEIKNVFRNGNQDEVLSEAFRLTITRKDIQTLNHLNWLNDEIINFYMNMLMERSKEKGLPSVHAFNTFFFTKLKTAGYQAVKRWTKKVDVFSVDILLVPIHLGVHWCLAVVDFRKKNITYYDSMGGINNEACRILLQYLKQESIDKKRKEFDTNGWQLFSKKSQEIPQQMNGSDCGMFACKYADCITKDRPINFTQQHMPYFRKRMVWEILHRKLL
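material = recombinant human SENP1 catalytic domain, His6-tagged | quantity = 20 pM enzyme | reagent = 25 nM SUMO1 FRET substrate | compound dosing = 10 µM single point, 0.5% DMSO | timing = 50 min enzyme reaction, room temperature, light-protected | detection = FRET, CFP and YFP emission | control set = no-enzyme low, enzyme-DMSO high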
SENP8 block-1 = blocks human SENP8 cleavage of Nedd8 substrate | Q96LD8 | recombinant SENP8, Nedd8 substrate fluorescence | inhibition, % at 20 µM | 360,000 compounds, 0.64% hits | AID 602440; in the data active = inhibition mostly above about 40%, no sharp cut-off; inactive = mostly below about 27%
SENP8 block-2 = inhibitors of human SENP8 protease; Q96LD8; purified SENP8, Z-RLRGG-aminoluciferin cleavage, luminescence; inhibition, % at 10 µM; 330,000 compounds, 1.2% hits; AID 2540; in the data active = inhibition above about 50%
HKDC1 inh = inhibitors of human hexokinase HKDC1; inhibition, % at 20 µM; recombinant HKDC1, G6PDH/diaphorase resazurin coupled fluorescence; AID 493160; Q2TB90; 340,000 compounds, 0.16% hits;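 active = inhibition above about 35% when tested at 20 µM, limit read from the data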;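 note: plate controls were DMSO wells with enzyme for no effect and DMSO wells lacking enzyme for full effect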
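Test system: Recombinant HKDC1 (HK5) hexokinase enzyme, produced in-house | Input: HKDC1 at 5 µg/mL | Buffer or medium: Tris pH 8.0 buffer with MgCl2, Tween-20, BSA, BME | Schedule: 90 min reaction incubation at room temperature, dark | Technique: Resazurin-to-resorufin fluorescence via G6PDH and diaphorase coupling, 525/613 nm | Controls: DMSO wells with and without enzyme mix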
NALP3 yeast inh = inhibitors of NALP3 inflammasome in yeast | 330,000 compounds, 0.39% hits | Yeast reconstituted NLRP3/ASC/caspase-1, beta-gal luminescence, 24 h | inhibition, % at 10 µM | AID 2825;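 active = inhibition of 50% or more; inactive = inhibition below 50%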;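 note: plate controls were induced DMSO wells for no effect and uninduced yeast grown without galactose for full effect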
SENP6 inh = SENP6 protease inhibition; Recombinant SENP6 catalytic domain, aminoluciferin luminescence; inhibition, % at 10 µM; 330,000 compounds, 1.8% hits; AID 2599;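 active = inhibition above about 50% at the single tested dose, limit read from the data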;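 note: plate controls were DMSO wells with enzyme for no effect and DMSO wells lacking enzyme for full effect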
Target sequence (Q9GZR1 628-1112 limits assumed): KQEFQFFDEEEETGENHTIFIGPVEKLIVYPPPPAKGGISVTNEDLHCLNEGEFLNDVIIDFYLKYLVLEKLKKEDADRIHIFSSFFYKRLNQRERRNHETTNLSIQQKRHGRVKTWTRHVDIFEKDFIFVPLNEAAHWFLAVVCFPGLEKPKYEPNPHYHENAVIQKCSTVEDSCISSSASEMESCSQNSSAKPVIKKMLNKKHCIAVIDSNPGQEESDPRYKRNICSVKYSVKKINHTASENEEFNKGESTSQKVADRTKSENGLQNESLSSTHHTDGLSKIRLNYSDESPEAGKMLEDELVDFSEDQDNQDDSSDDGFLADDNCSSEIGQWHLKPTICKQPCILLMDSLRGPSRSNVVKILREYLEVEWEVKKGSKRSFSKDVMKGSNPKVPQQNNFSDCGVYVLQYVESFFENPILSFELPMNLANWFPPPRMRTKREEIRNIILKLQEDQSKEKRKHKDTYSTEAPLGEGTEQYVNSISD
The depositor's hits bear a star; . = no result given; & = joins results of further samples.

canonical_smiles,SENP7 block,Apaf-1 inh,PfGluPho inh,SENP1 inh,SENP8 block-1,SENP8 block-2,HKDC1 inh,NALP3 yeast inh,SENP6 inh
CC1CCN(CC(=O)Nc2cc(C(F)(F)F)ccc2Cl)CC1,-15.6,3.2,12.1,3.6,-1.4,-9.1,-6.6,-3.0,-8.7
Cn1c(CCN2CCOCC2)nc2cc(NS(=O)(=O)c3ccccc3)ccc21,-9.1,7.8,-20.0,-2.0,16.7,-10.4,-5.5,-32.6,-25.9
O=C(NCCCN1CCN(c2ccccc2F)CC1)C1CC(=O)N(C2CCCC2)C1 (stereo unspecified),2.4,5.3,6.2,-0.3,17.9,5.5,-4.8,0.7,7.6
CO/N=C/NC(=O)c1c(OC)ccnc1Oc1ccccc1,2.6,-11.5,-15.2,2.6,9.8,3.2,-2.1,6.0,-50.4
COCCOC(=O)C1=C(C)Nc2nc(C)nn2C1c1ccc(F)cc1 (stereo unspecified),-0.5,-6.6,-1.9&1.7,1.6&0.3,10.1&8.0,-10.1,-5.8&-3.3,10.3,11.8
COc1ccccc1CNC(=O)COC(=O)c1ccccc1-c1ccccc1,-5.5,19.2,-18.0,-1.3,6.6,-11.7,0.1,12.4,-1.7
COc1ccc(/C=C2\N=C3CCCCCN3C2=O)cc1,-7.4,-2.4,3.9,1.3,0.1,-17.7,-7.8,16.4,2.7
CCCN1CCC(NC(=O)Nc2ccccc2C(=O)OC)CC1,-8.1,6.9,7.7,-1.2,-92.0,-6.3,-6.1,-6.9,-11.1
Cc1cc(-c2ccc(S(=O)(=O)N(C)c3ccc(C)c(C)c3)s2)on1,-7.2,15.5,-2.1,-1.6,15.4,-0.8,-3.4,21.7,-1.5
O=C(COC(=O)c1ccc(Cl)nc1)Nc1cccnc1Cl,-3.5,-8.5,-2.0,-2.7,6.2,-5.7,4.3,13.6,-5.6
O=C(CSc1nnc(Cn2nnc3ccccc32)o1)Nc1cccc(Cl)c1,-2.6,2.8,-1.4,-0.3,5.5,1.7,0.0,0.5,-19.5
S=c1nc(-c2cc(Cl)cc(Cl)c2)[nH][nH]1,-1.1,-9.6,11.2,1.5,-18.4,2.1,-1.7,15.1,-17.1
COc1ccc(-c2nc(SCC(=O)Nc3cccc(S(N)(=O)=O)c3)n[nH]2)cc1,0.8,0.5,-9.9,2.3,3.7,-8.0,3.4,-2.0,-17.6
CCOC(=O)N1CCN(CC(=O)Nc2nc3ccc(OC)cc3s2)CC1,-11.4,-1.0,-3.7,0.0,18.0,-10.8,5.0,19.4,-10.7
C=CCNC(=O)c1onc(CSc2cccc3ccccc23)c1C(=O)O,14.7,3.9,-3.7,3.6,9.8,4.2,3.9,5.4,12.1
CC(=O)c1c(C)oc2ccc(N(C(C)=O)S(=O)(=O)c3cccc4cccnc34)cc12,-5.7,-10.2,10.1,-0.8,31.5,-6.5,2.8,-9.3,-21.9
CCOC(=O)CSc1nc2c(sc(=S)n2-c2ccccc2OC)c(=O)n1Cc1ccco1,11.6,21.3,19.4,3.2,13.1,-0.9,-6.5,13.1,-7.2
NC1=NC(=O)C(CC(=O)Nc2ccc3c(c2)OCO3)S1 (stereo unspecified),13.8,-5.3,-13.0,2.8,12.6,2.9,13.5,11.3,7.9
CC(C)C(OC(=O)c1ccc(Cl)nc1)C(=O)NC1CCCCC1 (stereo unspecified),-2.4,4.5,6.2,-0.1,15.5,-7.9,-4.2,11.6,0.2
COC(=O)c1cc(S(=O)(=O)NCc2cc(OC)c(OC)c(OC)c2)cn1C,0.2,-13.0,-2.7,-0.4,12.0,-7.2,-5.0,0.6,-1.0
Cc1ccc2oc3ccccc3c(=O)c2c1,.,.,-0.8,-1.8,-20.7,.,-3.8,.,.
COc1ccc(-c2onc(C)c2-c2ccc(C(=O)OC(C)C)o2)c(O)c1,5.0,4.6,11.9,-0.4,-188.3,2.7,-2.5,18.7,-10.6
Cc1cc(C)cc(NC(=O)COC(=O)c2ccc3c(c2)OCCO3)c1,2.5,-4.1,1.5,2.7,1.0,0.8,-1.3,15.2,-3.9
CCN(CC)CCC(O)(c1ccccc1)C1CCCCC1 (stereo unspecified),-9.1,-10.5,-33.3,2.5,10.7,0.7,-9.2,7.5,-2.2
CCC(C(=O)NCc1ccco1)N(C(=O)CNS(=O)(=O)c1ccc(C)cc1)c1ccccc1OC (stereo unspecified),.,.,-3.2,2.2,14.6,.,-5.0,.,.
COc1ccc(C(=O)Nc2ccc([N+](=O)[O-])cn2)cc1OC,1.5,-5.9,1.1,-0.4,12.7,-10.2,1.5,2.7,-2.5
CSc1cc(C)n(-c2ccccc2)c(=S)c1C(C)=O,3.2,-7.5,12.2,4.1,25.7,-0.6,-1.9,-3.9,-6.7
O=C(O)CN1C(=O)COc2ccc(S(=O)(=O)N3CCCCCC3)cc21,-1.3,-9.3,-12.1,2.5,0.3,-3.5,-5.2,1.0,10.8
CCN(CC)C(=S)NC(=O)c1ccc(OC)c(Br)c1,-5.6,8.8,-1.0,0.5,15.1,-6.9,0.9,16.6,-2.6
O=C1CCCC/C1=N\Nc1ccc(OCc2ccccc2)cc1,12.7,6.1,14.2,3.4,8.5,-5.6,-7.6,19.5,-3.0
COC(=O)[C@H]1C[C@@H]1[C@H](NS(=O)(=O)c1ccc2ccccc2c1)c1ccccc1,3.1,11.7,-8.1,2.1,13.5,-4.0,0.4,8.3,-12.3
COc1ccc(-c2ccc3c(c2)[C@@H]2C[C@H](N(C)C(=O)C(C)(C)C)[C@H]([C@H](C)O)C(=O)N2CC3)cc1,.,.,17.4,-54.7,-270.5,.,-5.8,.,.
COc1ccc(C(=O)NN)cc1COc1ccc(Br)cc1,2.9,11.5,14.9,2.1,20.6,9.0,-2.6,10.7,5.6
S=c1[nH]nc(-c2cc(-c3ccccc3)n[nH]2)n1/N=C/c1ccc(Br)s1,5.5,12.9,4.9,5.4,15.5,-4.7,3.4,30.9,-23.0
Cc1ccc(S(=O)(=O)N(C)c2ccccc2C(=O)Nc2c(F)cccc2F)cc1,3.4,3.3,-1.1,0.6,3.7,-2.3,-7.7,4.7,-6.1
Cc1ccc(N(CC(=O)N2CCCCCC2)S(C)(=O)=O)cc1Cl,-1.6,4.8,-11.4,3.9,19.4,7.3,-4.4,26.1,9.7
CCOC(=O)c1cnn(CCOC(=O)c2ccc(OC)cc2)c1NC(=O)c1ccc(OC)cc1,-2.7,9.1,-10.6,-6.4,10.7,-11.9,-2.9,13.1,-8.8
Cc1ccc(NC(=O)C2C(c3ccccc3)C2(Cl)Cl)c(C)c1 (stereo unspecified),2.6,18.3,10.9,-0.9,8.2,-7.3,2.0,24.6,6.5
COC(=O)N(NC(=O)C(O)(C(C)C)C(C)C)c1ccccc1,4.2,-9.2,5.8,-1.3,5.8,0.0,-6.6,22.1,-11.3
Cc1[nH]nc2c1C(c1ccsc1)C(C#N)=C(N)O2 (stereo unspecified),-1.9,-4.7,12.6,-3.4,17.4,2.0,-0.4,19.2,9.7
C=CCN1CC(O)=C(c2ccccc2)C1=N,-1.4,-29.6,24.8,-0.2,11.7,1.7,-13.4,15.3,2.1
Oc1[nH]c2c(Cl)cc(Cl)cc2c1N=NC(=S)NCC1CCCO1 (stereo unspecified),-4.0,2.5,-2.5,4.0,18.3,-8.2,1.6,23.6,-12.6
COc1cccc2cc(C(=O)NCC3CCCO3)c(=O)oc12 (stereo unspecified),16.6,-5.0,9.9,0.4,-63.3,-8.4,-0.8,9.2,-5.6
COc1ccccc1/C=C/C=N/n1c(-c2ccco2)n[nH]c1=S,1.0,-8.4,21.6,-0.4,28.1,-4.7,-1.4,12.1,-18.5
COc1ccc(C=NNc2ccc(S(=O)(=O)Nc3ccccc3C(=O)O)cc2[N+](=O)[O-])c(OC)c1,0.4,6.9,-24.9,5.3,44.3*,11.8,3.1,19.4,17.1

2 entries picked at random from those above, as already listed:
canonical_smiles,SENP7 block,Apaf-1 inh,PfGluPho inh,SENP1 inh,SENP8 block-1,SENP8 block-2,HKDC1 inh,NALP3 yeast inh,SENP6 inh
COc1cccc2cc(C(=O)NCC3CCCO3)c(=O)oc12 (stereo unspecified),16.6,-5.0,9.9,0.4,-63.3,-8.4,-0.8,9.2,-5.6
COc1ccc(C=NNc2ccc(S(=O)(=O)Nc3ccccc3C(=O)O)cc2[N+](=O)[O-])c(OC)c1,0.4,6.9,-24.9,5.3,44.3*,11.8,3.1,19.4,17.1

Next part
canonical_smiles,SENP7 block,Apaf-1 inh,PfGluPho inh,SENP1 inh,SENP8 block-1,SENP8 block-2,HKDC1 inh,NALP3 yeast inh,SENP6 inh
C#CCOc1nc(OCC#C)nc(OCC#C)n1,2.6,-7.9,5.0,2.5,31.0,0.4,-10.2,10.1,-8.9
Cc1c(O)ccc(C(=O)CN2CCN(Cc3ccccc3)CC2)c1O,58.5*,-4.1,-10.8,3.6,-14.4,-1.4,3.7,10.3,-20.7
CC1=CC(=O)Nc2cncnc2N1,.,.,-0.8,-96.1,-26.4,.,-7.1,.,.
Cc1cccc(C)c1OCC(=O)N/N=C/c1cccnc1,3.4,4.3,-2.5,2.3,10.0,-2.0,-6.1,9.5,-3.8
N#Cc1ccc(C(=O)OCCCc2cc3ccccc3c(=O)o2)cc1,2.5,2.8,13.5,-0.2,10.3,-3.9,3.9,65.6*,-9.7
CC(=O)Cn1c(CN2CCCCC2)nc2ccccc2c1=O,7.6,-8.8,-16.2,-4.5,-6.3,-0.7,-11.5,12.1,-2.2
O=Cc1ccc(-n2cc(C=O)c3ccccc32)cc1,-0.4,6.0,10.6,-0.1,1.2,-10.0,0.3,5.7,-15.5
O=C(N/N=C/C=C/c1ccccc1[N+](=O)[O-])c1ccncc1,-13.6,-11.5,-8.9,-0.5,7.4,-11.4,1.1,-6.4,-18.0
CCSc1nn2c(=O)c3ccccc3nc2s1,29.6,-4.6,-4.0,3.8,16.6,23.6,6.5,-2.0,57.5*
C=CCn1c(=NC(=O)c2sc3ccccc3c2Cl)sc2cc(S(N)(=O)=O)ccc21,2.5,-21.4,8.5,-4.6,-301.3,3.1,-9.8,9.7,1.3
CCOc1ccc2[nH]c3c(c2c1)CNCC3,0.7,1.7,12.9,4.5,-13.5,4.5,1.5,17.0,15.2
COc1cc(NC(=O)COC(=O)CSc2cc(C)ccc2C)c(C)cc1[N+](=O)[O-],4.2,3.1,9.9,3.2,10.4,-19.6,-3.4,-6.4,-14.1
Cc1ccc(C(=O)NC(N2CCCC2)C(Cl)(Cl)Cl)cc1 (stereo unspecified),-0.7,9.0,2.3,3.2,11.6,-10.5,-0.7,-18.8,-7.2
CC(=O)c1ccc(N2CCN(C(=O)CCNC(=O)Cn3ccc4ccccc4c3=O)CC2)cc1,-5.6,13.4,-9.5,1.3,-94.8,-8.7,-3.9,10.1,0.2
